LYP phosphatase – PTPN22 lymphoid phosphatase activity blockers – biochemical, fluorescence intensity, uHTS (AID 1779); recombinant LYP phosphatase, fluorescence intensity; higher % means a stronger effect; one-dose inhibition, % at 11.5 µM; IC50 in µM for titrated hits; actives 0.054% (n = 290,000); in the data active = inhibition above about 50%;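 note: plate controls were vehicle with enzyme for no effect and no enzyme for full effect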
* = called active by the depositor. These rows are one share of the data. The share of hits here may be higher or lower than overall.

Molecule,LYP phosphatase
CC(C)Cn1c(=O)c2ccccc2n2c(CCC(=O)NCc3ccccn3)nnc12,-8%
COCCNc1nc2ccccc2n2cnnc12,-5%
O=C(CC1C(=O)NCCN1C(=O)Nc1ccccc1)Nc1cc(Cl)ccc1Cl (configuration not stated),-4%
COc1ccc(/C=N/NC(=S)NCCc2ccccc2)cc1,35%
CCOc1ccc(S(=O)(=O)Nc2ccc(C(=O)NCC3CCCO3)cc2)cc1 (configuration not stated),-11%
Cc1cccc(OCCCN2CCOCC2)c1C,-8%
CCN(CC)C(=O)Cn1cc(S(=O)(=O)CC(=O)Nc2ccc(F)cc2F)c2ccccc21,-6%
O=S(=O)(Nc1ccc(N2CCOCC2)cc1)c1c(F)cc(F)cc1Br,-4%
COc1ccc(CN2CCN(CCSc3ccc(C)cc3)CC2)c(OC)c1OC,-11%
CCn1cc(CN2CCCC(C(=O)Nc3ccc(-c4nc5ccccc5[nH]4)cc3)C2)c(C)n1 (configuration not stated),-4%
Cc1cccc(NC(=O)Cc2ccc(Br)cc2)n1,-10%
COc1ccc(N(Cc2ccc(N(C)C)cc2)C(=O)c2ccc(S(C)(=O)=O)cc2)cc1,-11%
CN(C)C(=O)CSc1nc(-c2cccs2)c(-c2cccs2)[nH]1,-9%
Cc1ccc(C)c(CNS(=O)(=O)c2c(C)[nH]c(C)c2C(=O)N2CCCC2)c1,-7%
COC(CNc1ncnc2sc(-c3ccccc3)cc12)OC,-7%
Cc1cc(=O)oc2c3c(cc(OCC(=O)NC(C)C)c12)OC(C)(C)CC3,-17%
Cc1noc(C)c1S(=O)(=O)N(CC(=O)NC(C)c1ccccc1)c1ccc(C(C)C)cc1 (configuration not stated),-9%
CCn1nc(NS(=O)(=O)c2ccc(F)cc2)c2cc3cccc(C)c3nc21,-8%
Cc1ccccc1CN1CCC(n2nccc2NC(=O)c2cccnc2)CC1,-12%
CC(C)N1CCc2c(sc(NC(=O)CCS(=O)(=O)c3ccccc3)c2C#N)C1,-12%
CCC(C)Nc1nc(N)c([N+](=O)[O-])c(NC2CCCCC2)n1 (configuration not stated),0%
Cc1ccccc1-c1nc2cc(Cl)ccc2c(=O)o1,4%
CC(C)CNC(=S)N(CCCO)Cc1cc2cc3c(cc2[nH]c1=O)OCCO3,-13%
Cc1ccc(C2Nc3cccc4cccc(c34)N2)cc1,-2%
CCOC(=O)C1CCN(CC(O)COC(CC)c2ccccc2)CC1 (configuration not stated),-10%
CCCNC(=O)NC(=O)CSc1nc2ccccc2c(=O)n1Cc1ccncc1,-8%
CCN(CC)S(=O)(=O)c1ccc(N2CCN(S(=O)(=O)c3ccccc3)CC2)nc1,-11%
Cc1cccc(NC(=O)c2ccc(NC(=O)c3ccccc3Br)cc2)c1,-3%
O=C(CCN1C(=O)S/C(=C\c2ccccc2)C1=O)Nc1ccc(O)cc1C(=O)O,-4%
O=[N+]([O-])c1cccc(Oc2cnccn2)c1,-2%
O=C(CN(C(=O)CNC(=O)c1ccco1)c1ccccc1F)NC1CCCCC1,1%
S=c1[nH]nc(COc2ccccc2)n1/N=C/c1ccc(Br)cc1,-1%
O=C(NCc1ccc2c(c1)OCO2)Nc1cccc(Cl)c1,-7%
CCn1c(=O)c2ccccc2n(CC(=O)N2CCCc3ccccc32)c1=O,-6%
COc1ccc(S(=O)(=O)N(C)c2nc3ccccc3n3c(CC(C)C)nnc23)cc1,-4%
N#Cc1nc(-c2ccc(F)cc2)oc1N1CCCCC1,-11%
CC(=O)c1cccc(NC(=O)N2CCCC2C(=O)NC2CCCC2)c1 (configuration not stated),-5%
Cn1cncc1COC(=O)c1ccc(Cl)cc1,-4%
CCCc1nnc(NC(=O)CCC(=O)NC2CCCC2)s1,-6%
CC(=O)n1nc(-c2ccncc2)nc1SCC(=O)Nc1cccc(Cl)c1,-2%
CCCc1nc(SCc2ccc(OCC)cc2)n[nH]1,-4%
O=S(=O)(Nc1ccon1)c1ccc(Br)s1,-10%
CCCCN(C)CCNC(=O)CN1C(=O)CSc2ccc(S(=O)(=O)N3CCOCC3)cc21,-2%
O=C(NC1CCCC1)C(c1ccncc1)N(C(=O)c1csnn1)c1cccc(F)c1 (configuration not stated),-2%
COc1ccc(-n2c(CN3CCN(C)CC3)nc3ccc([N+](=O)[O-])cc3c2=O)c(OC)c1,-5%
COc1ccc(NC(=O)N2CCCC2C(=O)NCC2CCCCC2)cc1 (configuration not stated),-3%
Cc1ccc(C(=O)NCC(=O)Nc2ccncc2)s1,-7%
CCn1cc(CN2CCC(n3nccc3NC(=O)c3cccc(F)c3)CC2)cn1,-14%
Cc1ccnc(NC(=O)CCC(=O)N(CC(=O)NCc2ccccc2)Cc2ccccc2)c1,-6%
CN(C)C1(CNC(=O)C2CCC(=O)N(Cc3ccc(Cl)cc3)C2)CCCCC1 (configuration not stated),-9%

(next part)
Molecule,LYP phosphatase
CC1=C(C(=O)OCc2ccccc2)C(c2cccc([N+](=O)[O-])c2)NC(=O)N1C (configuration not stated),-4%
Cc1cc(CN2CCCC(C(=O)Nc3cccc(-n4cccn4)c3)C2)cc(C)c1O (configuration not stated),-10%
COc1cccc2cc(C(=O)NCc3ccc(C)cc3)c(=N)oc12,-4%
COc1ccc2[nH]c(C(=O)NCc3ccccc3)c(C)c2c1,-9%
Cc1ccc(OCc2cc(C(=O)N3CCN(C4CCCC4)CC3)no2)cc1C,-5%
COc1ccc(OCc2cc(C(=O)N(C)Cc3nccn3C)no2)c2ccccc12,-9%
Cc1cc(=O)[nH]c2c(C)cc(S(=O)(=O)NCc3ccccc3)cc12,0%
CC1=C(C(=O)Nc2ccc(Cl)cc2C(=O)N2CCC(C(N)=O)CC2)SCCO1,-7%
COc1cc(C(=O)N2CCCCCCC2)ccc1OC1CCN(C(C)=O)CC1,-7%
CSc1ccc(C(=O)N2CCC(CCC(=O)NC3CC3)CC2)cc1,7%
COc1ccccc1N1CCN(C2CCCN(C(=O)CC(F)(F)F)C2)CC1 (configuration not stated),-11%
Cc1ccc(C(=O)NCCONC(=O)c2ccc(C)cc2)cc1,-4%
CCc1ccc(Nc2n[n+](-c3ccccc3)c(-c3ccc(C(=O)O)cc3)s2)cc1,-6%
CC[C@@H](C)[C@H](NC(=O)Cc1c(C)c2cc3c(C)coc3c(C)c2oc1=O)C(=O)O,-6%
O=C(NCCOC(=O)c1ccccc1)c1ccc([N+](=O)[O-])cc1,-10%
CCOc1ccccc1N(CC(=O)NCC1CCCO1)C(=O)CCC(=O)Nc1nccs1 (configuration not stated),-3%
CCOC(=O)C1CCN(C(=O)CN2C(=O)COc3ccc(C(C)(C)C)cc32)CC1,1%
COCc1c(C(=O)N/N=C(/C)c2ccc(OCc3ccccc3)cc2)nnn1-c1nonc1N,-10%
NC(=S)C(c1ccccc1)c1ncc(C(F)(F)F)cc1Cl (configuration not stated),-4%
O=C(NC(=S)Nc1cccc([N+](=O)[O-])c1)C1CCCCC1,-5%
COC(=O)c1ccc(SCC(=O)NCc2ccccc2)c([N+](=O)[O-])c1,-1%
Cc1c(NC(=O)c2ccc(NS(=O)(=O)c3ccccc3)cc2)c(=O)n(-c2ccccc2)n1C,-6%
Cc1cc(C(=O)N/N=C/c2ccc(C)s2)n[nH]1,-2%
COC(=O)c1ccccc1C(=O)N(Cc1cccnc1)CC1CCCN(C2CCCCC2)C1 (configuration not stated),-12%
Fc1ccccc1COc1ccc(C(=S)N2CCCC2)cc1,-8%

Brought forward from above: four compounds, then new ones.
Molecule,LYP phosphatase
Cc1c(NC(=O)c2ccc(NS(=O)(=O)c3ccccc3)cc2)c(=O)n(-c2ccccc2)n1C,-6%
Cc1cc(C(=O)N/N=C/c2ccc(C)s2)n[nH]1,-2%
COC(=O)c1ccccc1C(=O)N(Cc1cccnc1)CC1CCCN(C2CCCCC2)C1 (configuration not stated),-12%
Fc1ccccc1COc1ccc(C(=S)N2CCCC2)cc1,-8%
Cc1ccc(-c2cc(NC(=O)c3ccccc3)on2)cc1,-4%
COc1ccc(-n2c(SCC(=O)N3CCOCC3)nc(O)cc2=O)cc1,-4%
Cc1ccc(-c2noc(C3CCCN(C(=O)c4ccc(Cl)cc4)C3)n2)o1 (configuration not stated),-5%
COc1ccc(-c2ccc(=O)n(Cc3c(F)cccc3Cl)n2)cc1,-4%
CC1CCN(c2ccc3nnc(CCC(=O)Nc4ccc(F)cc4)n3n2)CC1,-2%
CCCn1c(=S)[nH]c2cc(C(=O)N(CCO)Cc3ccccc3)ccc2c1=O,3%
COC(=O)c1sc(N2CCN(Cc3ccccc3)CC2)nc1N,-2%
Cc1cccc(-c2cnn(-c3ccccc3)c2N)c1,-6%
CCCc1cc(=O)oc2cc(C)cc(OCC(=O)NCc3ccccn3)c12,-10%
Cc1ccc(O)c(C(=O)CC(=O)c2ccc(C(C)(C)C)cc2)c1,-1%
Cc1cc(OCC(=O)NCc2ccncc2)c2c(C)cc(=O)oc2c1,-16%
O=C(Nc1ccc(F)cc1)c1nc(S(=O)(=O)Cc2ccccc2)ncc1Cl,-8%
COc1ccc(CNC(=O)c2ccc(Cn3cc(Cl)cn3)o2)cc1,-2%
COc1cccc(/C=C2/SC(=S)N(CCC(=O)N3CCOCC3)C2=O)c1,-4%
Cc1cc(C)cc(N2C(=O)C3CCCN3C2=S)c1 (configuration not stated),-6%
CCc1ccc(-c2nc(CS(=O)CC(=O)NCc3ccco3)c(C)o2)cc1 (configuration not stated),-9%
O=C(Cc1nc2ccccc2[nH]1)c1ccc(Cl)cc1,-8%
Clc1ccc(Sc2ccccn2)cc1,-2%
CN1CCN(C(=S)NC(=O)c2cccc([N+](=O)[O-])c2)CC1,-12%
Cn1c(NCCO)nc2c1c(=O)n(Cc1cccc(Cl)c1)c(=O)n2C,-8%
CCOc1ccc(S(=O)(=O)N2CCN(S(=O)(=O)c3ccc(C)c(C)c3)CC2)cc1,-1%
COc1ccc(/C=C2\SC(=O)N(CCC(=O)N3CCCCC3)C2=O)cc1OC,-1%
O=C(CSc1nc(O)cc(=O)n1-c1ccc(Cl)c(Cl)c1)Nc1ccc(Cl)cc1Cl,-8%
Cc1ccc(S(=O)(=O)N2C(=O)[C@@H]3Cc4ccccc4CN3C2=O)cc1,-8%
COc1ccc(CNC(=O)Cc2ccc(-c3ccccc3)cc2)cc1OC,-5%

Next section, overlapping the part above by 2 compounds.
Molecule,LYP phosphatase
Cc1ccc(S(=O)(=O)N2C(=O)[C@@H]3Cc4ccccc4CN3C2=O)cc1,-8%
COc1ccc(CNC(=O)Cc2ccc(-c3ccccc3)cc2)cc1OC,-5%
O=C(O)CN1CCN(Cc2ccc(F)cc2)C1=O,-7%
CC1CCc2sc(C(=O)NCCCn3ccnc3)cc2C1 (configuration not stated),-8%
CC(=O)Nc1ccc(NC(=O)CCn2c(=O)oc3ccccc32)cc1,-9%
COc1ccc(S(=O)(=O)N(C)c2ccc(C(=O)NCC3CCCO3)cc2)cc1OC (configuration not stated),-6%
O=C(CN1CCCCCCC1)N/N=C/c1ccc([N+](=O)[O-])o1,-10%
Cc1ccc(S(=O)(=O)N2CCN(S(=O)(=O)N3CCCCC3)CC2)cc1C,2%
COc1cccc(NC(=O)C2CCCN(S(C)(=O)=O)C2)c1 (configuration not stated),-6%
Cc1nc2ccccn2c1C(=O)N/N=C/c1ccccc1,4%
Cc1oc(-c2ccccc2F)nc1CS(=O)(=O)CC(=O)NCc1ccccc1Cl,0%
CC(=O)N1CC(C)Sc2ccc(S(=O)(=O)NCc3ccc(F)cc3)cc21 (configuration not stated),-6%
COc1ccc(NC(=O)C(=O)c2cn(CC(=O)N3CCOCC3)c3ccccc23)cc1OC,1%
CC1CN(C(=O)CCC(=O)NCCCc2ccccc2)c2ccccc2O1 (configuration not stated),-11%
Cc1cc(C(=O)N/N=C/c2ccc(-c3ccc([N+](=O)[O-])cc3C)o2)n[nH]1,-9%
Cc1csc(NC(=O)CSc2ccc([N+](=O)[O-])cn2)n1,-8%
COc1ccc(OCC(=O)Nc2ccc3c(c2)nc(CCN2CCCC2)n3C)cc1,-6%
COc1ccc(CCNC(=O)C2CCN(S(=O)(=O)c3ccc(SC)cc3)CC2)cc1,-4%
COc1cccc(CN2CC(C(=O)NC3CCC(O)CC3)CCC2=O)c1 (configuration not stated),0%
O=C(Cc1ccc(Br)cc1)NCc1ccccc1,-9%
Cc1cc(C)cc(NS(=O)(=O)Cc2ccccc2)c1,-13%
COc1ccc(-c2cc(C(=O)N3CCN(c4ccccc4F)CC3)c3ccccc3n2)c(OC)c1,-1%
Cc1nn(CC(=O)Nc2ccc(S(N)(=O)=O)cc2)c(=O)c2ccccc12,-5%
Cn1c(CNC(=O)CNC(=O)Cc2ccc(Cl)cc2)cc(=O)n(C)c1=O,-5%
COc1cc(C(=O)NCCC(=O)NCc2c(F)cc(F)cc2F)cc(OC)c1OC,-12%
COc1ccc(C(=O)N/C(=C\c2cn(C)c3ccccc23)C(=O)N2CCOCC2)cc1,-8%
O=C(N=C1SC2CS(=O)(=O)CC2N1c1ccc(Cl)cc1Cl)C1CCCO1 (configuration not stated),3%
COCC(C)N1CCC(n2nccc2NC(=O)c2ccccc2Cl)CC1 (configuration not stated),-10%
Cc1c(C(=O)Nc2ccc(S(=O)(=O)Nc3ncccn3)cc2)oc2ccc(F)cc12,-10%
CCOc1c(CNCCCSc2nc(C)cc(C)n2)cccc1OC,-3%
O=C(N/N=C(\c1ccccc1)c1cccnc1)c1ccc(O)cc1,-10%
Cc1ccc(S(=O)(=O)N2CCC(C(=O)NCCCN3CCCC3=O)CC2)cc1C,-5%
COc1ccc(CCN(C)C2CCCN(C(=O)Cn3cnnn3)C2)cc1OC (configuration not stated),-5%
O=C(CNC(=O)Cc1cccc2ccccc12)NCc1ccc(F)cc1,-9%

Bioassay records (PubChem BioAssay)
